# WT yeast gro inh = growth inhibition of WT yeast, mitochondrial fusion screen | mitochondrial fusion phenotypic screen, WT strain | inhibition, % at 10 µM | 190,000 compounds, 2.1% hits; in the data active = inhibition above about 58%; tested in S. cerevisiae
# Dynein transport = blocks dynein driven cargo transport along microtubules | AID 1381 | z-score, hits read low | 3617.4 mouse cells, GR-EGFP nuclear translocation imaging; test concentration mostly 20 µM; stimulated with dexamethasone, 1 µM; stronger effect = lower value | 220,000 compounds, 0.47% hits;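 active = plate z-score of nuclear minus cytoplasmic receptor signal below a set negative limit, without overly bright fluorescence or cell loss, cut at about -3.5 in these data, passing the limit was not always enough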;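 also: z-score of nuclear minus cytoplasmic ring GR-EGFP intensity difference per well; some compounds called inactive have numbers as strong as hits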
#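 medium = tetracycline-free induction medium containing charcoal-stripped FBS | probe or stimulus = dexamethasone, 1.0 µM final | timing = 48 h induction, then 1 h compound, then 30 min agonist, 37 °C | detection = automated 10x imaging of fixed Hoechst-stained cells | read-out basis = nuclear versus cytoplasmic GR-EGFP signal, averaged per well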
# Yfh1-depleted yeast = enhancers of respiration in Yfh1-depleted yeast, dose response, Friedreich's ataxia, plus single-dose screen (AID 1465); 220,000 compounds, 0.074% hits; fold induction at 50 µM, or EC50 in µM where a hit was titrated; S. cerevisiae Yfh1-off respiration, WST-1 reduction, 72 h; higher fold induction means a stronger effect;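 active = fold induction of absorbance versus untreated yeast above a set limit, then at least 30% activation at any dose in follow-up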;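 also: activators that raise dye reduction in frataxin-depleted yeast; strong numbers were not always called active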
# PMI inhibition = human PMI inhibitors, high substrate, primary screen, biochemical, fluorescence intensity, high mannose 6-phosphate (AID 1220); recombinant PMI enzyme, coupled fluorescence intensity; higher % means a stronger effect; inhibition, % at 20 µM; hits with a dose series show IC50 in µM; 190,000 compounds, 0.66% hits
# Insulin prom up = MIN6 insulin promoter up-regulation; MIN6 insulin promoter-GFP reporter, high-content imaging; stronger effect = higher value; z-score at 5 µM; 190,000 compounds, 0.3% hits;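 active = z-score above 3 at 5 µM with at least 500 cells counted in the well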
# b-catenin transl = beta-catenin nuclear translocation modulation; AID 1665; 190,000 compounds, 0.3% hits; HeLa beta-catenin nuclear translocation, immunofluorescence imaging; nuclear translocation activity, % at 5 µM;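 active = nuclear translocation activity above 50% at 5 µM, with a well cell count of 50 or more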;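 also: per-cell ratio of nuclear to cytoplasmic median beta-catenin stain intensity; plate controls were DMSO negative control for no effect and GSK-3 inhibitor IX positive control for full effect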
#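 Assay system: human HeLa cells, native beta-catenin; doses: 5 µM primary, 0.02–20 µM confirmation; incubation: compound treatment 24 h, 37°C, 5% CO2; technique: fluorescence imaging of beta-catenin antibody stain plus DAPI; measure: % activation, nuclear-to-cytoplasmic median beta-catenin signal ratio per cell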
# human PMI inhibition = MPI enzyme activity inhibition – biochemical, fluorescence intensity, coupled assay, primary screen (AID 1209); one-dose inhibition, % at 20 µM; IC50 in µM for titrated hits; purified PMI enzyme, coupled fluorescence intensity; higher % means a stronger effect; 190,000 compounds, 0.42% hits;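 also: plate controls were DMSO vehicle for no effect and wells lacking substrate for full effect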
# Autophagy mod = modulators of autophagy. calls only at 10 µM (by protocol). AID 463193. 190,000 compounds, 0.98% hits. MEF GFP-LC3 puncta imaging; test concentration mostly 10 µM;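 active = percentage of spot-positive cells more than 3 SD above its plate mean, without a fluorescence outlier flag or 80% toxicity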;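 also: spot-positive cell cutoff set from DMSO-treated cells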
# MT stabilize HCS = microtubule stabilization, imaging screen. % tubulin-high responders, % at 10 µM. 200,000 compounds, 0.83% hits. HeLa tubulin immunostaining HCS, 24 h; share of cells brighter than vehicle mean+2SD;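 active = plate Z-score above 3 for both tubulin-high and condensed-nucleus cell shares, with cell loss under 80%, at 10 µM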;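 also: anti alpha tubulin signal scored within the nucleus-defined area of each cell; some results filed as inactive read as strong as hits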
# WT yeast gro inh mutant strain = also measured in WT yeast gro inh; calls as there; inhibition, %; mitochondrial fusion phenotypic screen, mutant strain inhibition
# Dynein transport cytoplasmic EGFP = second read-out of Dynein transport, no call of its own (marks repeat the call); z-score; measured here: cytoplasmic GR-EGFP intensity; stronger effect = higher value
# Dynein transport nuclear GR-EGFP = further read-out of Dynein transport, marked with its call; z-score; measured here: nuclear GR-EGFP intensity;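 lower value marks the stronger effect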
# Dynein transport cell count = further read-out of Dynein transport, marked with its call; z-score; measured here: cell count per field
# Insulin prom up cell count = second read-out of Insulin prom up, no call of its own (marks repeat the call); cell count; measured here: cytotoxicity, nuclei count;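 total cells summed across four imaged fields per well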
# b-catenin transl cell count 5 µM = recorded beside b-catenin transl, whose call it bears; cell count; measured here: cell count, cytotoxicity flag
# MT stabilize HCS Hoechst-high % = recorded beside MT stabilize HCS, whose call it bears; % Hoechst-high responders; measured here: nuclear condensation Hoechst responders;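 share of cells brighter than vehicle mean plus two SD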
# MT stabilize HCS cytotoxicity % = second read-out of MT stabilize HCS, no call of its own (marks repeat the call); toxicity, %; measured here: cytotoxicity by cell density;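 0% = mean cell density of plate MIN control wells and 100% = no cells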
# Autophagy mod cell loss 18 h = also measured in Autophagy mod; calls as there; toxicity, %; measured here: cell loss, nuclei count;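 cell loss after 18 h compound exposure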
# An asterisk follows results filed as active; i = inactive; · = no result given; + = active, no number. Rule as the data show it, unless noted: active = inhibition above about 50%; inactive = the rest.
SMILES,WT yeast gro inh,WT yeast gro inh mutant strain,Dynein transport,Dynein transport cytoplasmic EGFP,Dynein transport nuclear GR-EGFP,Dynein transport cell count,Yfh1-depleted yeast,PMI inhibition,Insulin prom up,Insulin prom up cell count,b-catenin transl,b-catenin transl cell count 5 µM,human PMI inhibition,Autophagy mod,Autophagy mod cell loss 18 h,MT stabilize HCS,MT stabilize HCS Hoechst-high %,MT stabilize HCS cytotoxicity %
COc1ccc(C(=O)c2coc3c2C(=O)C(=O)c2ccccc2-3)cc1,·,·,1.7,-0.068,1.1,-1.7,i,·,0.35,1153,0.4,1318,·,·,·,·,·,·
CCOn1c(=O)c(=O)n(OCc2ccccc2)c2ccccc21,11,-10,0.16,-0.11,0.48,-0.02,i,3%,-0.41,1322,0.1,1113,3%,i,-8,2.4,2.1,11
COc1ccc(N(C(=O)CCl)C(C(=O)NCCc2ccccc2)c2cccs2)cc1 (stereo unspecified),55,-5,-5.3*,0.99*,-2.8*,-0.34*,i,-5%,·,·,1.5,1035,3%,i,14,13,4.2,25
COc1cccc(-c2nnc(SCC(=O)OC(C)C)n2Cc2ccco2)c1,-12,-1,-0.086,-0.09,0.15,0.56,i,0%,-0.49,1096,-5.0,1191,4%,i,11,1.9,1.4,7.9
O=C(Nc1ccc2c(c1)C(=O)N(CC1CCCO1)C2=O)c1cccc(Br)c1 (stereo unspecified),-3,-5,0.34,-0.27,0.041,0.34,i,6%,·,·,-1.3,1214,6%,i,-6,1.8,2.7,9.7
CCOc1ccc(Cn2ccnc2)cc1[N+](=O)[O-],12,12,-0.34,-0.14,-0.057,0.026,i,0%,0.04,1275,-0.4,949,9%,i,-12,4.2,1.5,7.3
COc1ccc(NC(=O)COC(=O)CCNS(=O)(=O)c2ccc(Cl)cc2)cc1,·,·,-0.7,-0.81,-0.6,0.084,i,·,0.04,1089,1.4,1261,·,·,·,·,·,·
O=C(Cn1[nH]c(=O)c2ccccc2c1=O)NC1CCN(Cc2ccccc2)CC1,-1,11,-0.33,-0.2,-0.31,0.46,i,-3%,-0.89,904,-3.9,909,-3%,i,6,2.5,1.5,6.5
COc1ccc(-n2c(CN3CCC(C(N)=O)CC3)nc3ccc([N+](=O)[O-])cc3c2=O)c(OC)c1,14,6,-1.3,-0.18,-0.24,-0.21,i,28%,2.7,1042,0.7,1059,8%,i,-6,0.3,3.7,8.7
Cc1nnc(SCC(=O)N2CCN(S(=O)(=O)c3ccc(Cl)cc3)CC2)[nH]c1=O,1,6,-0.57,-0.3,-0.099,0.51,i,8%,0.85,1216,-3.1,937,5%,i,-54,3.0,2.4,8.8
COc1ccc(Nc2nnc(SCC(=O)N3CC(=O)Nc4ccccc43)s2)cc1,12,19,1.4,-0.25,0.93,-1,i,11%,1.1,1434,-2.9,1121,10%,i,7,3.9,1.8,5.0
CC(C)CC(=O)NC(=S)Nc1ccc(S(=O)(=O)NC(C)(C)C)cc1,8,0,-1.1,-0.33,-0.99,1.1,i,13%,-0.06,1396,3.2,893,13%,i,-2,2.3,4.4,2.6
Cc1ccc(S(=O)(=O)NCCCNC(=O)N2CCOCC2)cc1,8,7,1.6,-0.18,0.63,-0.97,i,9%,-0.63,1217,-1.0,1066,11%,+,-5.1*,4.2,1.2,5.1
COc1ccc(-c2csc(NNC3=NCCCCC3)n2)cc1,17,-2,-0.16,-0.14,0.13,0.88,i,26%,-0.89,1381,1.0,1094,44%,i,46,1.6,1.2,8.3
Cc1nn(-c2ccccc2)cc1/C=N/NC(N)=S,·,·,0.44,-0.24,0.22,-0.051,i,·,-1.8,1008,0.6,1035,·,·,·,·,·,·
O=C(CSc1nc2ccccc2c(=O)n1Cc1ccc(F)cc1)NCc1cccs1,-37,4,-0.61,-0.34,-0.63,0.57,i,2%,0.31,1176,·,·,5%,i,-7,2.3,3.7,8.5
COc1cc(NC(=O)CC2NCCNC2=O)cc(OC)c1 (stereo unspecified),-1,19,-0.92,-0.13,0.014,-0.42,i,12%,0.2,1568,-3.6,985,-3%,i,-28,1.5,1.1,9.7
O=[N+]([O-])c1cc2c(c(CSc3nnnn3-c3ccc(O)cc3)c1)OCOC2,-6,-5,0.16,-0.25,-0.04,-0.15,i,6%,·,·,0.0,923,26%,i,21,3.1,3.4,0.9
CC(C)c1nc(SCc2ccccn2)c2c(=O)n(C)c(=O)n(C)c2n1,15,24,-0.69,0.022,-0.19,-0.54,i,6%,0.61,1817,-0.8,1105,8%,i,18,3.6,2.7,5.6
CCOC(=O)CSc1nc2c(c(=O)n(Cc3ccccc3Cl)c(=O)n2C)n1C,7,-5,-0.49,-0.16,-0.079,0.38,i,5%,0.2,1138,-6.2,1043,0%,i,-24,2.0,2.0,12
Cc1ccccc1NC(=O)/C=C/c1cccc(C(F)(F)F)c1,12,-4,0.2,-0.017,0.076,-0.57,i,9%,0.28,1506,0.5,1478,9%,i,-5,0.8,2.1,4.0
COc1cc(NC(=O)c2cccc(Cl)c2)c(OC)cc1NC(=O)CN1CCOCC1,-3,10,-0.35,-0.31,0.14,-0.18,i,11%,-0.25,1105,-1.2,1122,-3%,i,20,6.3,2.9,3.5
O=C(O)CCN1C(=O)c2ccc(NC(=O)C(c3ccccc3)c3ccccc3)cc2C1=O,·,·,-0.21,-0.23,0.32,0.4,i,·,0.02,1016,-1.1,1328,·,·,·,·,·,·
CCOC(=O)CNc1c(-c2ccc(F)cc2)nc2cnccn12,6,2,0.53,-0.16,0.63,0.46,i,-1%,-0.9,1357,-0.4,1102,1%,i,-2,2.1,2.2,1.9
Cc1ccc(NC(=O)CN2C(=O)C3CC=CCC3C2=O)cc1S(=O)(=O)N1CCOCC1 (stereo unspecified),-1,13,0.75,-0.29,0.61,0.34,i,8%,0.32,1137,-3.4,1108,10%,i,9,3.1,4.1,8.0
Cc1ccccc1CSc1nnc(CCCCCNC(=O)OC(C)(C)C)o1,·,·,0.19,-0.25,0.042,0.19,i,·,-0.19,1080,-0.8,1322,·,·,·,·,·,·
O=C(O)c1cc(-c2ccc(/C=C3/SC(=S)N(Cc4ccccc4)C3=O)o2)ccc1Cl,60*,32*,1.2,4,1.6,-1.2,i,-35%,·,·,-2.3,1143,-29%,i,-3,5.8,2.8,8.1
N#Cc1c(NC(=O)CSc2nnnn2C2CCCCC2)sc2c1CCCC2,-10,-22,1.2,0.095,0.71,-1.5,i,0%,0.28,1195,0.0,1137,1%,i,9,0.7,1.7,6.6
COc1ccc(CCN=C(N)NS(=O)(=O)c2ccc(C)cc2)cc1OC,1,-12,-0.23,-0.31,-0.3,0.058,i,-7%,-0.92,1392,-1.0,1027,-6%,i,29,1.6,1.5,2.8
CCS(=O)(=O)n1nc(-c2ccccc2)nc1SC,9,24,-0.18,-0.29,0.055,2.2,i,-4%,·,·,-15,1212,3%,i,12,2.9,1.3,5.9
CC(C)c1nc2ccc(NC(=O)C34CC5CC(CC(C5)C3)C4)cc2[nH]1,1,-9,-0.37,-0.32,0.12,0.46,i,6%,·,·,-3.0,1139,6%,i,-6,0.6,1.7,7.2
C=C(C)c1cccc(C(C)(C)NC(=O)N2CCN(c3ccccc3)CC2)c1,·,·,0.27,-0.21,0.062,0.16,i,·,-0.73,1054,0.3,1293,·,·,·,·,·,·
NC(=O)C[n+]1cccc(C(N)=O)c1,-13,-23,0.5,-0.2,0.15,-0.013,i,3%,0.48,1158,1.4,1100,4%,i,-6,3.2,2.2,2.2
O=C(/C=C/Nc1ccc(S(=O)(=O)Nc2cnc3ccccc3n2)cc1)c1ccccc1,·,·,0.66,-0.19,0.75,0.057,i,·,-0.2,1131,1.7,1265,·,·,·,·,·,·
COc1cc(-c2nc(S(=O)(=O)c3ccc(Cl)cc3)c(N3CCOCC3)o2)cc(OC)c1OC,14,15,0.48,-0.24,0.26,0.74,i,12%,-0.65,1286,-1.1,1079,17%,i,-11,2.5,1.9,8.7
COc1cc(C(=O)N/N=C/c2cc([N+](=O)[O-])cs2)cc(OC)c1OC,7,12,0.23,-0.24,-0.3,0.25,i,7%,1.3,894,29,201,-1%,i,19,20*,23*,55*
COc1ccc2oc(=O)c(C(=O)N3CCN(c4ccccc4C)CC3)cc2c1,-51,-44,0.19,-0.22,0.022,0.26,i,3%,·,·,·,·,5%,i,-5,1.5,2.3,6.8

# An excerpt of these results, with values under each structure:
# Screens in order: WT yeast gro inh	WT yeast gro inh mutant strain	Dynein transport	Dynein transport cytoplasmic EGFP	Dynein transport nuclear GR-EGFP	Dynein transport cell count	Yfh1-depleted yeast	PMI inhibition	Insulin prom up	Insulin prom up cell count	b-catenin transl	b-catenin transl cell count 5 µM	human PMI inhibition	Autophagy mod	Autophagy mod cell loss 18 h	MT stabilize HCS	MT stabilize HCS Hoechst-high %	MT stabilize HCS cytotoxicity %
> NC(=O)C[n+]1cccc(C(N)=O)c1
→ -13	-23	0.5	-0.2	0.15	-0.013	i	3%	0.48	1158	1.4	1100	4%	i	-6	3.2	2.2	2.2
> O=C(/C=C/Nc1ccc(S(=O)(=O)Nc2cnc3ccccc3n2)cc1)c1ccccc1
→ ·	·	0.66	-0.19	0.75	0.057	i	·	-0.2	1131	1.7	1265	·	·	·	·	·	·
> COc1cc(-c2nc(S(=O)(=O)c3ccc(Cl)cc3)c(N3CCOCC3)o2)cc(OC)c1OC
→ 14	15	0.48	-0.24	0.26	0.74	i	12%	-0.65	1286	-1.1	1079	17%	i	-11	2.5	1.9	8.7
> COc1cc(C(=O)N/N=C/c2cc([N+](=O)[O-])cs2)cc(OC)c1OC
→ 7	12	0.23	-0.24	-0.3	0.25	i	7%	1.3	894	29	201	-1%	i	19	20*	23*	55*

# Screens (PubChem)
